Screening results (PubChem)
TDP1 cell noCPT: qHTS for Inhibitors of human tyrosyl-DNA phosphodiesterase 1 (TDP1): qHTS in cells in absence of CPT | DT40 Tdp1-/- hTDP1 cells, no CPT, ATP luminescence, 48 h | Potency, µM (highest dose often 46.2 µM), without a hit: at the top dose activity change, negative = growth inhibition, usual class: inhibitors | hit rate 15% among 420,000; further: nearly all actives have a fitted effect of over 55% in size
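Chicken DT40 Tdp1-/- cells stably complemented with human TDP1 were seeded at 400 cells/well with DMSO in place of 20 nM camptothecin. After compound pinning, cells grew at least 48 hr at 37 °C; viability read by CellTiter-Glo luminescence.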
KAT2A inh: inhibitors of human GCN5L2 histone acetyltransferase; hit rate 0.21% among 390,000; GCN5L2 HAT assay, ThioGlo1 CoA-SH fluorescence; Potency, µM (titrated, usually from 58.9 µM), for inactives: top-dose activity change, negative = inhibition, hits mostly inhibitors
Target sequence (Q92830 whole entry, looked up): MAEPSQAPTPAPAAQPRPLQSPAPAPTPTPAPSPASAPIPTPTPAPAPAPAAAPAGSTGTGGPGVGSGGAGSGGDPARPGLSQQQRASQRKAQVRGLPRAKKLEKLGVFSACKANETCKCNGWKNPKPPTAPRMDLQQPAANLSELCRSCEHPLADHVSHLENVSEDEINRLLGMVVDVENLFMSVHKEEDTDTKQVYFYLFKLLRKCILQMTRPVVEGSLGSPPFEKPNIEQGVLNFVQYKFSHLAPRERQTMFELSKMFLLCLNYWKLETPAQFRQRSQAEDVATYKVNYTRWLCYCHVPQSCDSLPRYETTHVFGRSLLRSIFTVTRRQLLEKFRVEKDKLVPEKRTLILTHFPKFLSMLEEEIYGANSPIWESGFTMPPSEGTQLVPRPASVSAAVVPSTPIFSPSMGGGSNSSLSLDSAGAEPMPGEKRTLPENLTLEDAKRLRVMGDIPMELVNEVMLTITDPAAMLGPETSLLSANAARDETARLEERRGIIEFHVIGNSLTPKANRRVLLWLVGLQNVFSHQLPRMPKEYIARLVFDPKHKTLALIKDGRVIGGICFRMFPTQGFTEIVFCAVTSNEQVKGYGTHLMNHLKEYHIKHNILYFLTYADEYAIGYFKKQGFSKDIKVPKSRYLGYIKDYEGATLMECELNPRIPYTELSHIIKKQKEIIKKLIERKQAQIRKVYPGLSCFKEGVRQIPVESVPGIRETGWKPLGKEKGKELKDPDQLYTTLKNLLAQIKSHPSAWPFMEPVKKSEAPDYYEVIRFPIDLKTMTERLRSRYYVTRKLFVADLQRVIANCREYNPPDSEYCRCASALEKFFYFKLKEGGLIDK
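Enzyme at 20nM final was mixed with library compounds for 15 min at room temperature. Peptide H3(1-25) at 75uM, acetyl-CoA at 70uM and ThioGlo1 at 50uM were then added. Plates were read immediately and after 20 min (Ex340nm/Em540nm).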
TDP1 cell CPT: DT40-hTDP1 cell growth loss with CPT; AID 686979; chicken DT40 Tdp1-/-;hTDP1 cells + 20 nM CPT, ATP luminescence, 48 h; hit rate 12% among 420,000; Potency, µM (highest dose often 46.2 µM), inactives show at the top dose activity change, negative = growth inhibition, hits mostly inhibitors; further: nearly all actives have a fitted effect of over 55% in size
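Cell growth measured by CellTiter-Glo luminescence after a minimum 48 h, 37 C compound exposure with 20 nM CPT in Tdp1-knockout DT40 cells stably expressing hTDP1, seeded 400/well; qHTS titration format.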
* = called active by the depositor; u = inconclusive; x = not tested or not shown; & = joins results of further samples. The call rests on the fitted dose curve; in most records, active means well fitted curve in the direction sought with a large enough effect; inconclusive means small, poorly fitted or top-dose-only effect, or another doubt; inactive means no such curve, though single readings can be large; an effect the other way counts as inactive or inconclusive. On the % scale 0 is the no-effect control and ±100 the full control effect; potency means the concentration at half of the fitted maximal effect.

SMILES	TDP1 cell noCPT	KAT2A inh	TDP1 cell CPT
CCN(C(=O)CN1C(=O)NC(c2ccccc2)(c2ccc(C)c(C)c2)C1=O)C1CCS(=O)(=O)C1 (centres undefined)	u	-21%	1%
CC(=O)Nc1ccc(NC(=O)C(=O)c2cn(CC(=O)N3CCCC3)c3ccccc23)cc1	-21%	-5%	0%
Cc1cccc2cc(-c3nc(-c4cccs4)no3)c(=O)oc12	-20%	-9%	-14%
CC(=O)c1ccc(OC(=O)Oc2ccc(C(C)=O)cc2)cc1	-26%	x	-24%
CCCCN(C)CCNC(=O)c1cc(-c2ccc(Cl)s2)nc2ccccc12	23µM*	-7%	23µM*
Cc1nc(C)c(CCNC(=O)c2ccccc2Br)s1	-51%	-4%	-6%
O=C(Cn1cc([N+](=O)[O-])ccc1=O)N1CCc2ccccc21	-4%	-5%	1%
Cc1nnsc1C(=O)NNS(=O)(=O)c1cc(C(F)(F)F)cc(C(F)(F)F)c1	-19%	-2%	3%
Cc1ccc(CNc2oc(COc3ccccc3Cl)nc2C#N)cc1	u	2%	u
COC(=O)c1ccccc1NC(=O)CN(c1ccc(C)cc1)S(C)(=O)=O	4%	0%	-18%
CNC(=O)COC(=O)COc1ccc2c(C)cc(=O)oc2c1	-9%	-2%	-15%
COC(=O)[C@]12CCCCC=C1N(CCc1ccc(OC)c(OC)c1)C(=O)[C@H](CC(=O)NCCc1ccccc1OC)C2	18µM*	x	u
CCCCc1ccc(S(=O)(=O)NC(=O)C2(C)CCN2C(=O)CC2CC2)cc1 (centres undefined)	-1%	x	-1%
COc1ccc(NC(=O)N2CCCC3(CCN(C(=O)c4c(C)noc4C)CC3)C2)cc1	1%	-11%	1%
COc1ccc(S(=O)(=O)Nc2cc(C(=O)NCCCN3CCOCC3)ccc2N2CCOCC2)cc1	0%	-6%	-11%
CCn1c(SCC(=O)Nc2nnc(C)s2)nnc1C(C)NC(=O)c1ccccc1F (centres undefined)	11%	5%	5%
COc1ccc(S(=O)(=O)NC(Cc2cnc[nH]2)C(=O)O)cc1 (centres undefined)	-10%	0%	-10%
O=C(Cn1cc(S(=O)(=O)N2CCN(c3ccccc3F)CC2)c2ccccc2c1=O)Nc1ccc(F)cc1Cl	-12%	-2%	-1%
CCc1[nH]nc2c1C(C1C=CCCC1)C(C#N)=C(N)O2 (centres undefined)	21µM*	-5%	23µM*
Cc1ccc(S(=O)(=O)N2CCCC(c3nnc4n3-c3ccccc3SC4)C2)cc1 (centres undefined)	15µM*	-5%	u
COc1ccc2c(c1OC)c(=O)n1c3ccc(OC(C)C(=O)NCCN4CCOCC4)cc3c3ccnc2c31 (centres undefined)	23µM*	-22%	16µM*
Cc1ccc(N(C(=O)c2snc(C(N)=O)c2N)C(C(=O)NCCC(C)C)c2ccco2)cc1 (centres undefined)	u	-10%	u
CCOc1ccc(NC(=O)Cn2cc(C(=O)c3ccccc3)c(=O)c3cc(OC)ccc32)cc1	u	3%	u
O=S(=O)(c1cccc(-c2csc(-c3ccccc3)n2)c1)N1CCOCC1	u	-7%	-27%
CC(=O)Nc1ccc(S(=O)(=O)Nc2ccc(N3CCOCC3)c(F)c2)cc1	-29%	-6%	u
COC(=O)C(C)SC1=N/C(=C/c2ccc(-n3cncn3)cc2)C(=O)N1 (centres undefined)	-12%	-1%	u
COC(=O)C1=C(C)N(CCCC(=O)O)C(=O)NC1c1ccccc1Cl (centres undefined)	-1%	x	-6%
Cc1cccn2c(=O)c3cc(C(=O)NCc4ccco4)c(=N)n(C4CCCC4)c3nc12	23µM*	-5%	u
O=C1CC(C(F)(F)F)=NN1	-5%	0%	11%
CC1CCN(S(=O)(=O)c2ccc(C(=O)OC(C)C(=O)NC3CCCCC3C)cc2)CC1 (centres undefined)	u	u	0%
O=C(NCCCn1ccnc1)C(=O)NCc1ccccc1	-14%	-1%	-2%
CC(C)C(OC(=O)C1CCCO1)C(=O)NC1CCCC1 (centres undefined)	-2%	-6%	-23%
CCOc1ccccc1CNC(=O)C1CCN(C(=O)N2CCOc3ccc(Cl)cc32)CC1	u	-13%	u
Cc1cnc(-n2ncc(C(=O)N[C@H]3CCCCNC3=O)c2C2CC2)nc1-c1cccs1	-18%	x	-22%
Cc1ccc(NC(=O)CSc2nc3nccnc3c(=O)n2CCc2c[nH]c3ccccc23)c(C)c1	12µM*	-7%	12µM*
COc1ccc(/C=N/Nc2cc(C)nc3ccccc23)cc1	u	-10%	u
CC(=O)NC(CC(=O)N(C)Cc1c(F)cccc1Cl)c1ccccc1 (centres undefined)	-16%	1%	7%
Cc1ccsc1C(=O)OC1CCOC1=O (centres undefined)	-8%	-7%	4%
CC(=O)NC(c1ccc(F)c(F)c1)c1nc(-c2cc3ccccc3o2)cs1 (centres undefined)	u	x	-4%
COc1ccc(C(=O)N2CC3(CC(c4cccc(NC(=O)CC(c5ccccc5)c5ccccc5)c4)=NO3)C[C@H]2C(N)=O)cc1 (some centres undefined)	u	-6%	u

Compounds listed so far with a CF3 group (2):
SMILES	TDP1 cell noCPT	KAT2A inh	TDP1 cell CPT
Cc1nnsc1C(=O)NNS(=O)(=O)c1cc(C(F)(F)F)cc(C(F)(F)F)c1	-19%	-2%	3%
O=C1CC(C(F)(F)F)=NN1	-5%	0%	11%

Random excerpt: 7 compounds from above
SMILES	TDP1 cell noCPT	KAT2A inh	TDP1 cell CPT
CC1CCN(S(=O)(=O)c2ccc(C(=O)OC(C)C(=O)NC3CCCCC3C)cc2)CC1 (centres undefined)	u	u	0%
O=C1CC(C(F)(F)F)=NN1	-5%	0%	11%
O=S(=O)(c1cccc(-c2csc(-c3ccccc3)n2)c1)N1CCOCC1	u	-7%	-27%
CCOc1ccccc1CNC(=O)C1CCN(C(=O)N2CCOc3ccc(Cl)cc32)CC1	u	-13%	u
Cc1cnc(-n2ncc(C(=O)N[C@H]3CCCCNC3=O)c2C2CC2)nc1-c1cccs1	-18%	x	-22%
COC(=O)C1=C(C)N(CCCC(=O)O)C(=O)NC1c1ccccc1Cl (centres undefined)	-1%	x	-6%
CC(=O)Nc1ccc(S(=O)(=O)Nc2ccc(N3CCOCC3)c(F)c2)cc1	-29%	-6%	u

(further entries)
SMILES	TDP1 cell noCPT	KAT2A inh	TDP1 cell CPT
CCO[C@@H]1O[C@H](C(COCc2ccccc2)OCc2ccccc2)[C@H](OCc2ccccc2)[C@H]1O (some centres undefined)	u	x	11µM*
COc1ccc(NC(=O)CN2C(=O)C3CC=CCC3C2=O)cc1Cl (centres undefined)	7%	x	4%
CC[C@@H]1C=C(C(=O)O)[C@H](c2ccc(C#N)cc2)N1S(=O)(=O)c1ccc(C)cc1	-6%	-1%	-10%
COC(=O)C(CC(C)C)NC(=O)CSc1nc(-c2ccccc2)c(C#N)c(=O)[nH]1 (centres undefined)	-4%	-9%	4%
CCOc1ccccc1C(=O)NC1CC2CCCC(C1)N2Cc1nnnn1Cc1ccco1 (centres undefined)	16µM*	0%	u
O=C(c1ccc(Br)c(S(=O)(=O)N2CCOCC2)c1)N1CCN(C/C=C/c2ccccc2)CC1	u	x	u
Cn1cc(-c2cccc(Cl)c2)cc(C#N)c1=O	-20%	-4%	-5%
O=S(=O)(c1ccc(N2CCCCCC2)nc1)N1CCCC1	u	-5%	u
O=C(CSCc1ccccc1)Nc1cccc(C(=O)Nc2ccccc2C(=O)O)c1	-10%	1%	-10%
CC(=O)C1N=NCC1c1ccccc1 (centres undefined)	-5%	x	2%
CCOC(=O)c1c(C)nsc1NCc1ccccc1	u	x	u
Cc1ccc(N=C2NC(=O)c3cccc([N+](=O)[O-])c32)cc1	-22%	-7%	-21%
CCNC(=O)C1CCCN(C(=O)c2ccc3snnc3c2)CC1 (centres undefined)	-10%	x	-1%
C[C@H](CO)N1C[C@H](C)[C@@H](CN(C)S(C)(=O)=O)Oc2c(NC(=O)Nc3ccccc3)cccc2C1=O	u	-3%	-6%
CCOc1ccc(-c2nnc(N)s2)cc1	-29%	-1%	1%
CC(C)(C)c1ccc(-n2ncc3c2CCCC3NC(=O)c2ccncc2)cc1 (centres undefined)	10µM*	x	12µM*
Cc1oc2ncn(CC(C)C)c(=O)c2c1C(=O)N1CCN(c2ccccc2F)CC1	-26%	10%	4%
Cc1[nH]c2ccccc2c1/C=N\NC(=O)c1ccccc1Cl	-26%	x	-19%
COc1ccc(CNc2nc(-c3ccccc3)nn2C(=O)c2ccccc2OC)cc1	18µM*	-6%	u
CCCNC(=O)c1cc(C2CCCCN2C(=O)c2ccc(C#N)cc2)on1 (centres undefined)	-5%	x	4%
O=C(Cn1c(=O)oc2ccccc21)NC(=O)NCc1ccco1	5%	-2%	-3%
O=C(CSCc1ccc([N+](=O)[O-])cc1)NC1CC1	-6%	1%	-1%
CCCOc1ncnc2c1[nH]c1ccc(C)cc12	9.2µM*	-15%	u
O=C1C=C(c2ccc(-c3ccccc3)cc2)C[C@@H](c2ccc(F)cc2)C1	u	-7%	18µM*
Cc1cc(=O)n2[nH]c(-c3ccccc3Cl)cc2n1	u	3%	u
CCOC(=O)/C=C1\CN(Cc2cc(OC)c(OC)c(OC)c2)S(=O)(=O)c2ccc(C(F)(F)F)cc21	12µM*	-9%	23µM*
CC(C)c1nc2sc3c(=O)[nH]cnc3c2c2c1CCC2	-30%	-3%	17%
CNC(=O)c1c(I)c(C(=O)NCC(=O)Nc2c(I)c(C(=O)O)c(I)c(C(=O)NCCO)c2I)c(I)c(N(C)C(C)=O)c1I	9%&7%	-8%&6%	-17%&20%
Cc1cc(O)ccc1N/C=C(\C#N)c1nc2ccccc2o1	12µM*	u	u
Cc1ccc(NC(=O)CCNS(=O)(=O)c2cccc3nonc23)cc1Cl	u	-2%&-6%	u
Cc1cc2nnc(SC3CCCCN(C(=O)c4ccc(F)cc4)C3=O)n2c2ccccc12 (centres undefined)	u	-3%	-16%
Nc1ccc(Cl)c(NC(=O)c2cccs2)c1	-5%	u	-4%
COc1cc(OC)cc(-c2nc3nc(C)c(CCC(=O)Nc4cc(C)cc(C)c4)c(C)n3n2)c1	u	-3%	-1%
Fc1ccccc1CSc1ncnc2sc3c(c12)CCCC3	u	-2%	-6%
COc1ccc(N2CC(NC(=O)N3CCN(c4ccccc4)CC3)CC2=O)cc1 (centres undefined)	u	-3%	-16%
Cc1cc(C)nc(SCC(=O)OCC(=O)Nc2nc3ccccc3s2)n1	-25%	-4%	-9%
CC1=CC(C)C2(CO)COC(c3ccc(O)cc3)C1C2C (centres undefined)	-26%	-2%	7%
COc1cc(NC(=O)CCc2nc3cccnc3n2Cc2cccs2)cc(OC)c1OC	16µM*	-7%	16µM*
CC(=O)N1CCC(CCCC2CCN(C(C)=O)CC2)CC1	-29%	-1%	-23%
Cc1ccc(Cn2c(=N)c(C(=O)NC3CCCCC3)cc3c(=O)n4ccccc4nc32)cc1	6.5µM*	-2%	5.8µM*
CC(=O)Nc1cccc(OCC(=O)NC(C)C(C)C)c1 (centres undefined)	-2%	-2%	9%
COc1ccc(NC(=O)N(C(C)C)C2CCN(C(C)=O)CC2)c(OC)c1	-1%	0%	-10%
Cc1cccc(C)c1-n1nnnc1C(c1ccnc2ccccc12)N1CCCN(C(=O)OC(C)(C)C)CC1 (centres undefined)	18µM*	x	u
N#CCCN(C(=O)COC(=O)c1n[nH]c2ccccc12)c1ccccc1	-2%	-11%	-2%
CC1CCN(S(=O)(=O)c2ccc3[nH]c(=O)ccc3c2)CC1	-6%	-4%	-3%
COc1cc(/C=N/NC(=O)C(NC(=O)c2ccccc2)c2n[nH]c(=O)c3ccccc23)ccc1OCC(N)=O (centres undefined)	18%	-8%	-11%
CC1(c2ccc(OC(F)F)cc2)NC(=O)N(CC(=O)Nc2ccc(S(N)(=O)=O)cc2)C1=O (centres undefined)	-10%	-10%	4%
COc1ccc(CNC(C)CCc2ccccc2)cc1 (centres undefined)	u	3%	u
c1ccc(-c2ccccc2-c2nc(-c3ccncc3)no2)cc1	-28%	-8%	-15%
Cc1cc(C(=O)NCCCC(=O)O)c(C)o1	16%	-6%	-4%
O=C(COc1ccc(F)cc1Br)Nc1ccccc1N1CCOCC1	u	-6%	u

Quoted from the listing.
Under TDP1 cell CPT, N#CCCN(C(=O)COC(=O)c1n[nH]c2ccccc12)c1ccccc1 has the entry -2%
Under KAT2A inh, CC1(c2ccc(OC(F)F)cc2)NC(=O)N(CC(=O)Nc2ccc(S(N)(=O)=O)cc2)C1=O (centres undefined) has the entry -10%
Under KAT2A inh, CC(=O)Nc1cccc(OCC(=O)NC(C)C(C)C)c1 (centres undefined) has the entry -2%

This is a subset; the hit share may differ from the screen's.
